CXCR6 inh = CXCR6 receptor inhibitors, primary screen, cell-based, beta-arrestin, luminescence, CHO-K1 PathHunter, 1536-well; 0.36% of 360,000 active; inhibition, % at 20 µM; in the data active = inhibition above about 34%, passing the limit was not always enough;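 note: antagonist mode with CXCL16 agonist at 10 nM final; 0% = 10 nM CXCL16 with DMSO and 100% = unstimulated wells without agonist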
Target sequence (O00574 whole entry, looked up): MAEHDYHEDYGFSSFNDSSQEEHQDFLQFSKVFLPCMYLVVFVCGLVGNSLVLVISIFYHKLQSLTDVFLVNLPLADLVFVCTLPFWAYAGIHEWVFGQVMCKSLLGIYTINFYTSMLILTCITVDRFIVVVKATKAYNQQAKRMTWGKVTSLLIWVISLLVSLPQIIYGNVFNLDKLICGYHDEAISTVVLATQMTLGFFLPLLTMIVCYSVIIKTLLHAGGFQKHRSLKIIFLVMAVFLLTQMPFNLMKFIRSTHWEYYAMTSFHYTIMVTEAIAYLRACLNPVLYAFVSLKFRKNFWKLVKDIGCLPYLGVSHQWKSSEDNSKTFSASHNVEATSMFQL
EBI2 antag = EBI2 receptor antagonists, beta-arrestin recruitment, primary screen, cell-based, luminescence, 7a,25-OHC stimulation, uHTS. G-protein coupled receptor 183 (Homo sapiens), P32249. inhibition, % at 5 µM. 7a,25-OHC stimulated. 0.81% of 360,000 active; in the data active = inhibition above about 38%;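 note: enzyme fragment complementation signal reports receptor beta-arrestin coupling in cells; 0% = agonist plus DMSO wells and 100% = wells without agonist; some results beyond the cut were filed as inactive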
Target sequence (P32249 whole entry, looked up, the tested form may be a part): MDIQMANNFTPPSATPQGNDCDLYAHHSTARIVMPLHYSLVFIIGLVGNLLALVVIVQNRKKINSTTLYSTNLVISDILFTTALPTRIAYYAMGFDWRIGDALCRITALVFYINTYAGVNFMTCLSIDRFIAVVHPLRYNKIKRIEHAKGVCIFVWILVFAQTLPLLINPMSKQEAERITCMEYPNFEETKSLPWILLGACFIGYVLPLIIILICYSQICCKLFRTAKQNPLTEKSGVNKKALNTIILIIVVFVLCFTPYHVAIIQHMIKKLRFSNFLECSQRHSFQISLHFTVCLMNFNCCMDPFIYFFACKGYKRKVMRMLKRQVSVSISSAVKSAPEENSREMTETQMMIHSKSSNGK
Jurkat NFkB inh = inhibitors of induced NF-kB luciferase reporter, primary screen, TCR NF-kB activation inhibitor project, cell-based, luminescence, uHTS; Jurkat, PMA/ionomycin-induced NF-kB luciferase reporter; inhibition, % at 4 µM; 0.53% of 330,000 active; AID 435003, 2010; in the data active = inhibition above about 50%
APJ antagonist = antagonists of human apelin receptor APJ, primary screen, CHO-K1 cells, beta-arrestin complementation, luminescence; P35414; inhibition, % at 20 µM; 0.32% of 330,000 active;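 active = inhibition above about 40% at 20 µM, limit read from the data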;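 note: cells challenged with 10 nM apelin-13 agonist together with compound; plate controls were apelin-13 plus DMSO wells for no effect and DMSO wells lacking apelin-13 for full effect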
Target sequence (P35414 whole entry, looked up): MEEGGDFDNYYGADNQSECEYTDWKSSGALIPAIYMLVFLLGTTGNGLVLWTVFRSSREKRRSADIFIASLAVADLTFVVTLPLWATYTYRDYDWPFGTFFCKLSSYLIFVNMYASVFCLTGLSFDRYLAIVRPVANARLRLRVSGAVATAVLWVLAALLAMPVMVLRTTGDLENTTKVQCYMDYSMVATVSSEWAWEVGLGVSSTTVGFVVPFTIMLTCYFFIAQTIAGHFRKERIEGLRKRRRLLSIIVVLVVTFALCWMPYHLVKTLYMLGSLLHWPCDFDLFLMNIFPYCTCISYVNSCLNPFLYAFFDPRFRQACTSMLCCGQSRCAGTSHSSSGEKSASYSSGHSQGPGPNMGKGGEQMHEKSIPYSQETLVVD
CCR6 antagonist = CCR6 receptor antagonists, primary screen, cell-based, CHO-K1, luminescence, beta-arrestin, uHTS. C-C chemokine receptor type 6 (Homo sapiens), P51684. CHO-K1 CCR6 PathHunter beta-arrestin, CCL20-stimulated. inhibition, % at 20 µM. 0.49% of 340,000 active;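 active = compounds whose inhibition of the agonist-driven luminescence signal at 20 µM reaches about 50%, limit read from the data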;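 note: cells stimulated with CCL20 at 14 nM final; plate controls were DMSO with CCL20 for no effect and DMSO without agonist for full effect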
Gli-Sufu block = Gli-Sufu pathway antagonists, primary screen, luciferase luminescence, Sufu-KO-LIGHT cells, uHTS | AID 588413, 2011 | Sufu-KO-LIGHT fibroblasts, Gli luciferase reporter luminescence | inhibition, % at 5 µM | 0.74% of 340,000 active;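 active = inhibition above about 55%, limit read from the data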;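 note: 0% = DMSO-treated cells and 100% = wells with medium but no cells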
UBC13 inh = UBC13 polyubiquitin chain formation inhibitors, primary screen, biochemical, TR-FRET, uHTS; Ubiquitin-conjugating enzyme E2 N (Homo sapiens), P61088; inhibition, % at 20 µM; 0.47% of 330,000 active; in the data active = inhibition above about 45%, passing the limit was not always enough
697 NFkB inh = inhibitors of PMA/ionomycin-induced NF-kB reporter, 697 cells, primary screen, B-cell NF-kB inhibitor project, cell-based, luminescence, uHTS. 697 B-cell NF-kB luciferase reporter, 16 h. 0.33% of 330,000 active. inhibition, % at 4 µM. AID 435022, 2010; in the data active = inhibition above about 35%
* = called active by the depositor; · = no result given.

Order of results – Jurkat NFkB inh	697 NFkB inh	Gli-Sufu block	CCR6 antagonist	APJ antagonist	UBC13 inh	EBI2 antag	CXCR6 inh
> O=C(CSc1nnc(COc2ccc(Cl)cc2)o1)NC1CC2CCC1C2 (stereo unspecified)
    -8.3	4.1	-1.2	4.6	-4.3	5.8	19.3	-1.6
> CCOC(=O)C1=C(C)N(c2ccccc2)C(=O)C1CC(=O)O (stereo unspecified)
    8.3	6.4	-1.7	4.2	15.5	2.4	-8.6	-8.2
> Cn1c(=O)c2c(nc(Oc3ccc4c(c3)OCO4)n2Cc2ccc(F)cc2)n(C)c1=O
    5.4	-20.7	8.7	2.7	3.2	-1.3	3.3	3.9
> CC(C)(C)OC(=O)N/N=C\c1cccnc1
    -15.9	-10.0	-28.1	-3.3	-22.0	-0.7	3.9	-5.1
> O=C(Oc1ccccc1)c1cc2ccccc2o1
    10.0	11.2	9.3	3.9	-0.1	-5.7	-1.0	8.2
> C=CC[C@@H](CC(=O)NCCO)C(=O)NC[C@H](OC(=O)[C@@H](CC=C)CC(=O)OC(C)(C)C)c1ccccc1
    4.6	-2.6	-9.1	8.2	9.4	-9.1	-1.0	-9.4
> Cc1cc(C)c2[nH]c(=O)c(CN(CC3CCCO3)C(=O)C3CCCO3)cc2c1 (stereo unspecified)
    -11.2	8.8	-4.5	15.8	3.3	1.8	3.9	-2.4
> COC(=O)c1cn(CCOc2ccccc2)c2ccccc12
    -35.4	-57.6	-39.1	9.3	-12.2	2.3	9.9	0.6
> COc1cc(/C=C/c2nc3ccccc3s2)cc(OC)c1O
    -137.9	-5.5	-4.7	-0.6	-15.9	-21.9	-11.4	-8.2
> CN1C(=O)c2cccc(NC(=O)CCc3ccccc3)c2C1=O
    -9.3	-21.8	0.3	2.8	10.4	1.0	5.3	-2.4
> Cc1ccc(C(C)C)c(OCc2nnc3n2CCCCC3)c1
    -3.8	-27.6	6.6	10.8	14.5	7.2	9.2	6.8
> COc1ccc(CCNC(=O)C2CCN(C(=O)c3ccc(F)cc3)CC2)cc1OC
    0.8	-22.6	-0.4	0.1	1.4	-8.0	2.8	-2.9
> Cc1cc(=O)[nH]c(SCC(=O)Nc2c(C)n(C)n(-c3ccccc3)c2=O)c1C#N
    1.7	13.7	-11.6	-2.7	5.3	3.6	-12.9	3.7
> CN(C)c1ccc(/C=N/NC(=O)c2ccc3c(c2)OCCO3)cc1
    -12.3	-1.8	-30.7	-4.2	8.5	-5.1	11.4	-20.5
> CCOC(=O)C1CCN(CC(C)(C)NS(=O)(=O)c2ccccc2)CC1
    18.8	21.6	15.4	6.6	11.6	1.8	6.0	-16.5
> CC(=O)N1CCN(c2ccc(Oc3ccc([N+](=O)[O-])c(C(F)(F)F)c3)cc2)CC1
    20.8	-14.2	67.3*	4.5	0.7	3.8	-26.7	-6.3
> O=C(COc1ccccc1)Nc1cccc(-c2nnc(-c3ccccc3)o2)c1
    -14.1	-95.3	-74.2	-8.9	-7.8	-3.2	-13.6	-6.9
> C=CCNc1oc(-c2ccc(-c3ccccc3)cc2)nc1C#N
    -0.4	-4.4	36.8	22.5	2.3	-21.3	4.6	-3.2
> CC(=O)N/N=C(/C)c1ccc(NC(=O)c2csc(C)c2C)cc1
    -100.6	-70.7	7.2	8.6	11.5	-2.5	-0.1	9.0
> CCC(=O)Nc1cc2c(cc1C(C)=O)OCCO2
    -1.7	-4.5	2.4	5.2	-12.2	4.3	-9.8	-6.1

The list continues.
Order of results – Jurkat NFkB inh	697 NFkB inh	Gli-Sufu block	CCR6 antagonist	APJ antagonist	UBC13 inh	EBI2 antag	CXCR6 inh
> CCc1cccc(C)c1NC(=O)CSc1nc2ccncc2[nH]1
    10.2	5.2	-6.0	3.3	10.8	10.1	3.6	-0.3
> O=C(NCc1ccc(Cl)cc1)c1cccc(NC(=O)c2ccccc2)c1
    5.7	-3.1	0.3	1.3	0.4	9.3	6.8	-5.4
> O=C(Nc1cc(Cl)cc(Cl)c1)N1CCCN(Cc2ccccc2)CC1
    -5.3	3.0	3.8	11.1	16.6	14.1	-2.9	0.1
> CCOc1ccc(OCC(=O)OCC(=O)NNC(=O)c2ccc([N+](=O)[O-])cc2)cc1
    -6.3	0.9	-8.6	0.7	-41.0	-5.5	-1.5	1.5
> O=C(Nc1nnc(-c2ccc(F)cc2)s1)Nc1ccccc1F
    -16.2	-23.9	-2.5	-11.3	-5.4	-2.4	-0.6	-4.9
> O=C(CSCCc1ccccn1)Nc1cccnc1Cl
    2.0	15.6	1.2	13.8	5.5	-6.5	-2.9	-1.1
> Cc1cccc(-c2cc3nc4c(c(N5CCC6(CC5)OCCO6)n3n2)CCCC4)c1
    -28.0	-49.8	-8.4	12.6	13.9	6.6	-3.8	0.6
> Cc1ccc(S(=O)(=O)/N=C(/Nc2cccc(O)c2)c2ccccc2)cc1
    21.0	-2.5	13.4	0.5	5.8	0.8	-4.4	3.3
> CCN(CC)c1ccc(NC(=O)C2CC(=O)N(Cc3ccccc3)C2)cc1 (stereo unspecified)
    14.2	-2.7	13.8	15.7	9.3	-3.1	-3.9	1.2
> CCN1C(=O)N[C@@H](c2ccc(Br)cc2)C(C(=O)OC)=C1C
    18.6	21.6	1.4	1.9	8.1	6.7	-8.8	8.6
> COc1ccc(CN(C#N)c2nc(C)cc(C)n2)cc1
    -26.7	-11.8	5.1	0.9	-24.2	-2.3	3.4	-3.5
> COc1cc(NS(=O)(=O)c2cc3c(cc2C)NC(=O)CO3)cc(OC)c1
    -8.3	-5.1	-1.5	-3.3	-5.1	9.3	-6.8	-8.0
> Nc1[nH]n(-c2ccccc2)c(=O)c1N=Nc1ccc2c(c1)OCCO2
    -194.0	-311.7	-127.8	37.6	37.7	-193.6	1.9	17.8
> CCOc1nc(-c2ccccc2)ccc1-c1noc(-c2cccs2)n1
    -4.8	-16.8	-2.3	8.0	12.4	7.2	30.7	-8.0
> Cc1c(NC(=O)C(C)N2CC(C)OC(C)C2)c(=O)n(-c2ccccc2)n1C (stereo unspecified)
    8.3	5.9	1.8	1.9	6.9	3.0	0.8	3.5
> COc1ccc(NC(=O)CSc2nnc(C)n2C2CC2)cc1S(=O)(=O)N1CCOCC1
    -7.6	12.8	3.3	-11.2	-16.0	-8.4	-9.0	-6.2
> O=C(CCNC(=O)c1ccc(Br)cc1)NNC(=O)c1ccccc1
    -12.2	18.5	-2.3	-0.2	-3.6	-13.4	-2.8	0.9
> COc1ccc(NS(=O)(=O)c2ccc(N/N=C/c3ccc(N4CCOCC4)cc3)c([N+](=O)[O-])c2)cc1
    9.3	-12.4	6.0	21.4	19.5	-52.5	1.4	2.2
> COc1ccccc1C(=O)OCc1cc(=O)n2ccsc2n1
    -7.1	24.0	-12.9	-8.2	10.8	10.6	-1.4	-9.7
> Cc1ccc2nsnc2c1S(=O)(=O)N(Cc1cc2cccc(C)c2[nH]c1=O)CC1CCCO1 (stereo unspecified)
    16.0	32.6	-5.8	0.5	-32.8	2.2	-23.1	-3.9

Rewritten in markdown: three of the compounds above.
| SMILES | Jurkat NFkB inh | 697 NFkB inh | Gli-Sufu block | CCR6 antagonist | APJ antagonist | UBC13 inh | EBI2 antag | CXCR6 inh |
| --- | --- | --- | --- | --- | --- | --- | --- | --- |
| Nc1[nH]n(-c2ccccc2)c(=O)c1N=Nc1ccc2c(c1)OCCO2 | -194.0 | -311.7 | -127.8 | 37.6 | 37.7 | -193.6 | 1.9 | 17.8 |
| CCOc1nc(-c2ccccc2)ccc1-c1noc(-c2cccs2)n1 | -4.8 | -16.8 | -2.3 | 8.0 | 12.4 | 7.2 | 30.7 | -8.0 |
| Cc1c(NC(=O)C(C)N2CC(C)OC(C)C2)c(=O)n(-c2ccccc2)n1C (stereo unspecified) | 8.3 | 5.9 | 1.8 | 1.9 | 6.9 | 3.0 | 0.8 | 3.5 |

Further structures
Order of results – Jurkat NFkB inh	697 NFkB inh	Gli-Sufu block	CCR6 antagonist	APJ antagonist	UBC13 inh	EBI2 antag	CXCR6 inh
> Cc1nc2ccc(NC(=O)N(C)c3ccccc3)cc2s1
    -38.9	-57.9	21.5	1.8	3.3	-6.9	8.1	2.8
> CCOc1ccc(CCNC(=O)COC(=O)c2ccc(S(=O)(=O)N3CCCC3)cc2)cc1OCC
    -13.7	10.3	-4.8	8.3	0.8	-3.4	-6.0	-2.0
> O=C(Nc1ccccc1N1CCCCC1)c1ccc(F)c(S(=O)(=O)N2CCOCC2)c1
    -3.8	6.8	16.2	14.5	11.7	3.8	5.8	0.4
> Cc1ccc(C(=O)N/C(=C\c2ccc(-c3ccccc3[N+](=O)[O-])o2)C(=O)NCCCN2CCOCC2)cc1
    18.8	5.3	4.3	-25.9	-84.6	-23.0	4.3	-45.0
> O=C(CNC(=O)c1ccc(F)cc1)NCc1ccccn1
    -8.3	2.5	-6.5	-2.6	4.6	-3.0	-5.0	5.3
> Cn1c(=O)[nH]c(NCCc2ccc(O)cc2)c([N+](=O)[O-])c1=O
    -4.8	-20.0	3.3	3.0	-18.6	-7.6	11.2	-5.1
> COc1ccc(N2C(=O)C(F)(F)C2c2ccccc2F)cc1 (stereo unspecified)
    ·	·	-4.8	23.1	·	·	2.3	0.2
> CC1CN(S(=O)(=O)c2ccc(C(=O)Nc3ccc(S(=O)(=O)N4CCOCC4)cc3)cc2)CC(C)O1 (stereo unspecified)
    19.9	-20.1	7.2	14.4	-2.7	-9.3	8.8	2.4
> Cc1nn(-c2cccc(Cl)c2)nc1C(=O)O
    -5.9	6.8	-0.1	-14.7	4.6	7.9	-4.4	-2.1
> CC(=O)Nc1ccc(S(=O)(=O)NC2(C(F)(F)F)C(=O)Nc3c2c(=O)[nH]c(=O)n3Cc2ccco2)cc1 (stereo unspecified)
    -6.6	9.9	-10.8	6.0	-7.8	4.0	2.8	-11.2
> O=C(c1ccc(F)cc1F)N1CCCc2ccccc21
    ·	·	-1.3	-3.3	·	·	6.8	6.7
> NC(CC(=O)O)c1ccc(Br)cc1 (stereo unspecified)
    -1.3	-17.7	-4.9	-3.8	-0.1	-5.8	3.8	-3.4
> COc1ccc(C(=O)NCc2nnc(SCC(=O)N3CCCCC3)o2)cc1
    -11.1	-3.5	3.7	8.6	-5.5	-0.6	3.7	5.6
> COCCOC(=O)C1=C(C)NC(=O)NC1c1cccc2ccccc12 (stereo unspecified)
    -14.7	-27.8	2.4	13.9	3.8	-6.7	11.4	1.8
> O=C(Nc1cccc(NC(=O)c2cccnc2)c1)c1cccnc1
    -1.0	17.5	-2.0	2.7	6.5	2.5	-9.5	2.6
> O=C(CCCn1c(=S)[nH]c2ccccc2c1=O)NCCSCc1ccccc1
    -0.8	-8.2	16.2	11.1	-4.6	12.8	-2.6	-5.1
> CCn1cc(C(=O)N(C)c2cc(C)ccc2OC)c2cc(OC)c(OC)cc2c1=O
    -5.1	3.0	4.1	13.4	-1.4	-8.4	6.1	6.4
> O=C(CCc1nc(-c2ccccc2)no1)NC1CCCCC1
    1.7	5.7	2.7	3.3	12.8	-0.1	0.4	0.3
> Cc1ccc(C)c2nc3sc(C(=O)N4CCOCC4)c(N)c3cc12
    -9.5	-20.6	-57.5	-3.0	5.3	0.4	29.4	0.3
> CC1(c2ccccc2)NC(=O)N(CC(=O)Nc2nc(-c3ccccn3)cs2)C1=O (stereo unspecified)
    5.7	-5.5	-8.7	-1.8	-67.4	-13.4	-2.6	2.3

(cont.)
Order of results – Jurkat NFkB inh	697 NFkB inh	Gli-Sufu block	CCR6 antagonist	APJ antagonist	UBC13 inh	EBI2 antag	CXCR6 inh
> O=C(CNC(=O)c1ccco1)N/N=C/c1cccs1
    4.2	10.4	7.3	6.9	8.6	5.2	1.9	3.9
> Cc1ccc(/C=N\Nc2cn[nH]c(=O)c2Cl)cc1
    -47.8	-17.1	-5.0	-18.0	24.7	-5.4	-10.1	-4.1
> O=C(O)c1ccccc1Nc1ccnc(Cl)n1
    -3.0	-1.4	-9.4	18.1	20.8	20.2	5.2	9.8
> O=C1NC(Cc2ccc(O)cc2)c2nc3ccccc3c(=O)n2-c2cc(Cl)ccc21 (stereo unspecified)
    7.7	-0.2	·	·	1.4	-8.0	·	·
